Source: PubChem BioAssay (National Center for Advancing Translational Sciences (NCATS))
HCV inh: inhibitors of hepatitis C virus infection | hit rate 3.4% among 340,000 | AID 651820 | Huh7.5.1 HCVcc-Cre infection, luciferase reporter, 44 h | Potency, µM (highest dose often 41.8 µM), for the others: at the highest dose activity change, negative = inhibition, usual class: inhibitors; also: potency is read from the fitted curve at half-maximal effect
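Seed cells (1,000/well) for 4 h; treat with compound and infect with HCVcc-Cre, moi about 0.5. Incubate 44 h, then detect luciferase activity.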
LmPK inh: inhibitors of Leishmania mexicana pyruvate kinase | purified LmPK, Kinase-Glo ATP luminescence, 1 h | Potency, µM (doses to about 57.5 µM), for inactives: at the highest dose activity change, negative = inhibition, usual class: inhibitors | hit rate 0.37% among 290,000; also: potency is read from the fitted curve at half-maximal effect
Target sequence (Q27686 whole entry, looked up): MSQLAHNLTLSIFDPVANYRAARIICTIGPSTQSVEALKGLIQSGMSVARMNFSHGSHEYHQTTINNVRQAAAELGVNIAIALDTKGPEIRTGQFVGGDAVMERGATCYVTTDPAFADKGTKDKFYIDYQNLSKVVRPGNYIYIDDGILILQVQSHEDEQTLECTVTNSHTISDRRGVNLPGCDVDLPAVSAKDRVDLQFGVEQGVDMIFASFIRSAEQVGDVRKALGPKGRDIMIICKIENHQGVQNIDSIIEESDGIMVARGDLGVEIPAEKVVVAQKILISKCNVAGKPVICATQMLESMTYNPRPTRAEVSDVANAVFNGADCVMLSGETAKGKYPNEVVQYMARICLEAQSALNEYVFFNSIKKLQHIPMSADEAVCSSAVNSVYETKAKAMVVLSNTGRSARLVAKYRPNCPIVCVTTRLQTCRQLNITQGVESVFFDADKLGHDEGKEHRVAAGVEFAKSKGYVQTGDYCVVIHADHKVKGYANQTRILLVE
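Purified LmPK (0.1 nM) with 0.5 mM PEP and 0.1 mM ADP in imidazole buffer pH 7.2 with MgCl2/KCl, 1 h at room temperature. ATP formed was read by luciferase luminescence and normalized to no-enzyme and uninhibited controls.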
Tb PYK inh: T. brucei pyruvate kinase inhibition; hit rate 0.12% among 410,000; TbPYK enzyme, Kinase-Glo Plus ATP luminescence, 45 min; Potency, µM (doses to about 76.8 µM), without a hit: top-dose activity, negative = inhibition, usual class: inhibitors; Q57TT1; also: potency is read from the fitted curve at half-maximal effect; nearly all actives have a fitted effect of over 50% in size
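Quantitative HTS: titrated library compounds versus trypanosomal pyruvate kinase in TEA buffer (pH 7.2) containing KCl, MgCl2, BSA and Tween-20. Reactions were initiated with ADP, 130 uM final. Kinase-Glo Plus luminescence was read after 45 min at RT.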
HCMV inh: inhibitors of human cytomegalovirus | HFF cells, HCMV-luciferase reporter, 72 h; hits give low values | activity change, negative = inhibition, % at 57.5 µM | hit rate 4.5% among 410,000; in the data active = activity change below about -60%; inconclusive = no clear call, values can overlap the other calls; inactive = above about -39%
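Steps: HFFs plated, 16 h 37C; compounds added; HCMV-luciferase added to MOI 1 PFU/cell; 72 h 37C; OneGlo reagent, 5 min room temperature; luminescence read, normalized to controls.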
AMA1-RON2 inh: disrupts binding of P. falciparum AMA1 to RON2; AlphaScreen AMA1-biotinylated RON2 peptide binding; Potency, µM (top dose mostly 58.2 µM), for inactives: top-dose activity change, negative = inhibition, usual class: inhibitors; hit rate 0.2% among 360,000; AID 720542;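 also: potency is read from the fitted curve at half-maximal effect; 0% = vehicle wells and -100% = peptide control; nearly all actives have a fitted effect of over 45% in size; some results filed as inactive show a strong effect at the top dose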
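AMA1 (3D7) with his tag at 25 nM final met compounds first, then biotinylated RON2 peptide at 25 nM; detection used donor plus acceptor beads, 10 µg/mL apiece, read by AlphaScreen after 30 min at room temperature.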
AmpC inh detg: inhibitors of E. coli AmpC beta-lactamase with detergent; AmpC hydrolysis of nitrocefin, absorbance 480 nm, 0.01% Triton; hit rate 0.041% among 370,000; P00811; Potency, µM (titrated, usually from 114 µM), without a hit: at the top dose activity change, negative = inhibition, hits mostly inhibitors;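 also: potency is read from the fitted curve at half-maximal effect; 0% = no-compound wells and -100% = no-enzyme wells; nearly all actives have a fitted effect of over 25% in size; some results filed as inactive show a strong effect at the top dose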
Target sequence (P00811 whole entry, looked up): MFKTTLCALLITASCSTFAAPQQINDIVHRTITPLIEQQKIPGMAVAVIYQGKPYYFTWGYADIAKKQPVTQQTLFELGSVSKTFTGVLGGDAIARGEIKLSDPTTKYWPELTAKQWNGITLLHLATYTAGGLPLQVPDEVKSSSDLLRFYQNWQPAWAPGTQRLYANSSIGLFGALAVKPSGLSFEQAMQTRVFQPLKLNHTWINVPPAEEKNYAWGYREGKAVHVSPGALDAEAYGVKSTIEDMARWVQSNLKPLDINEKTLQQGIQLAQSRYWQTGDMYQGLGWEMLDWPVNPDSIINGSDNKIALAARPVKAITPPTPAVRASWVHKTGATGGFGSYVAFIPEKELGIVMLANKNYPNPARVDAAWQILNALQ
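AmpC (5.3 nM in the dispensed reagent) in 20 mM phosphate pH 7.0 with 0.01% (detergent screen) or 0.0001% Triton X-100 was preincubated with compounds for 15 min at room temperature. Nitrocefin was then added from an 800 uM solution, and hydrolysis was followed at 480 nm.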
AmpC no deterg: AmpC beta-lactamase inhibition without detergent. hit rate 0.52% among 330,000. Potency, µM (highest dose often 57.1 µM), without a hit: top-dose activity change, negative = inhibition, most hits filed as inhibitors. AmpC nitrocefin hydrolysis, absorbance 480 nm, 0.0001% Triton. AID 485341;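 also: potency is read from the fitted curve at half-maximal effect; plate controls were no compound for no effect and no enzyme for full effect; nearly all actives have a fitted effect of over 20% in size; some results filed as inactive show a strong effect at the top dose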
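AmpC (5.3 nM in the dispensed reagent) in 20 mM phosphate pH 7.0 with 0.01% (detergent screen) or 0.0001% Triton X-100 was preincubated with compounds for 15 min at room temperature. Nitrocefin was then added from an 800 uM solution, and hydrolysis was followed at 480 nm.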
Starred values were filed as active, the others as inactive; ? = inconclusive; / = not tested or not shown; [ ] = dose if it differs, or a comment. Unless noted, calls follow the shape of the dose curve; as a rule, active = well fitted curve in the direction sought with a large enough effect; inconclusive = small, poorly fitted or top-dose-only effect, or another doubt; inactive = no such curve, though single readings can be large; an effect the other way counts as inactive or inconclusive. Unless noted, % is scaled to controls: 0 for no effect and ±100 for the full control effect.

Start of the data: the first 15 compounds, ahead of the listing:
SMILES | HCV inh | LmPK inh | Tb PYK inh | HCMV inh | AMA1-RON2 inh | AmpC inh detg | AmpC no deterg
O=C(CCC1N=C2c3ccccc3N=C(SCc3ccccc3Cl)N2C1=O)NCc1ccco1 (stereo not drawn) | ? | -1% | -2% | -2 | 1% | 5% | 76%[activator]
Cn1c(=O)oc2cc(NC(=O)CCl)ccc21 | ? | -3% | 2% | -106* | -8% | -3% | -4%
COc1ccccc1Nc1cc(C)nc2c(C)cccc12 | / | / | 4% | -9 | 13% | / | /
Cc1cc(C(=O)N2CCCCCC2)cs1 | 5% | 0% | -6% | 33 | -12% | 4% | ?
CN(C)Cc1cccc(-c2ccccc2)c1O | 5% | / | 3% | 6 | 18% | / | /
CCN1C(=O)C(=O)c2cc(C)ccc21 | -8% | / | 1% | 13 | -1% | / | -21%
Cc1nc2sc(C(=O)OC(C)C)c(N)c2c(C)c1C | 16% | -6% | 7% | 22 | -1% | -7% | 6%
COc1ccc(NC(=O)C2CC2)cc1OC1CCCC1 | 4% | 8% | -1% | / | 7% | 2% | -3%
Cc1nc(NC(=O)COC(=O)CNC(=O)c2ccco2)c(Cl)cc1Cl | -28% | / | -7% | 65 | 1%[11.6 µM] | / | -4%
Cc1ccc(C2=N/C(=C\N(C)C)C(=O)O2)cc1 | -24% | -5% | -1% | 41 | -8% | -7% | -1%
O=C(c1cccs1)N1CCN(C/C=C/c2ccccc2)CC1 | -10% | 0% | -4% | -4 | 2% | ? | 1%
Cc1ccc(S(=O)(=O)N2CCOC2CNC(=O)C(=O)NCc2ccco2)cc1 (stereo not drawn) | -6%[8.37 µM] | -1% | -3% | -6 | 0% | ? | -8%
CCCCCCN=C(CC)c1c(O)n(CCCC)c(=O)[nH]c1=O | 6% | 3% | -11% | ? | -8% | 3% | -11%
O=C(CC1C(=O)NCCN1Cc1ccc(F)cc1Cl)NCc1ccon1 (stereo not drawn) | 14% | -2% | -4% | -15 | 10% | -1% | -8%
COc1ccc(-n2cnnc2SCC(=O)Nc2ccccc2F)cc1 | 10% | 0% | 11% | -36 | -2% | -1% | 3%

All compounds of this part, previewed entries included:
SMILES | HCV inh | LmPK inh | Tb PYK inh | HCMV inh | AMA1-RON2 inh | AmpC inh detg | AmpC no deterg
O=C(CCC1N=C2c3ccccc3N=C(SCc3ccccc3Cl)N2C1=O)NCc1ccco1 (stereo not drawn) | ? | -1% | -2% | -2 | 1% | 5% | 76%[activator]
Cn1c(=O)oc2cc(NC(=O)CCl)ccc21 | ? | -3% | 2% | -106* | -8% | -3% | -4%
COc1ccccc1Nc1cc(C)nc2c(C)cccc12 | / | / | 4% | -9 | 13% | / | /
Cc1cc(C(=O)N2CCCCCC2)cs1 | 5% | 0% | -6% | 33 | -12% | 4% | ?
CN(C)Cc1cccc(-c2ccccc2)c1O | 5% | / | 3% | 6 | 18% | / | /
CCN1C(=O)C(=O)c2cc(C)ccc21 | -8% | / | 1% | 13 | -1% | / | -21%
Cc1nc2sc(C(=O)OC(C)C)c(N)c2c(C)c1C | 16% | -6% | 7% | 22 | -1% | -7% | 6%
COc1ccc(NC(=O)C2CC2)cc1OC1CCCC1 | 4% | 8% | -1% | / | 7% | 2% | -3%
Cc1nc(NC(=O)COC(=O)CNC(=O)c2ccco2)c(Cl)cc1Cl | -28% | / | -7% | 65 | 1%[11.6 µM] | / | -4%
Cc1ccc(C2=N/C(=C\N(C)C)C(=O)O2)cc1 | -24% | -5% | -1% | 41 | -8% | -7% | -1%
O=C(c1cccs1)N1CCN(C/C=C/c2ccccc2)CC1 | -10% | 0% | -4% | -4 | 2% | ? | 1%
Cc1ccc(S(=O)(=O)N2CCOC2CNC(=O)C(=O)NCc2ccco2)cc1 (stereo not drawn) | -6%[8.37 µM] | -1% | -3% | -6 | 0% | ? | -8%
CCCCCCN=C(CC)c1c(O)n(CCCC)c(=O)[nH]c1=O | 6% | 3% | -11% | ? | -8% | 3% | -11%
O=C(CC1C(=O)NCCN1Cc1ccc(F)cc1Cl)NCc1ccon1 (stereo not drawn) | 14% | -2% | -4% | -15 | 10% | -1% | -8%
COc1ccc(-n2cnnc2SCC(=O)Nc2ccccc2F)cc1 | 10% | 0% | 11% | -36 | -2% | -1% | 3%
CCOC(=O)N1CCN(C(=O)c2cc3c(=O)[nH]c4ccccc4c3s2)CC1 | ? | -6% | 7% | -5 | -6% | ? | -13%
CNc1cccc(-c2ccccc2CO)n1 | / | / | -3% | 9 | -7% | / | /
CC(C)N(Cc1ccccc1)C(=S)NCc1ccccc1 | -6% | -1% | -12% | -14 | 4% | 1% | -56%
COc1cccc(-c2c(-c3cc(OC)cc(OC)c3)n(C)c3ccc(-c4cnc(N5CCOCC5)nc4)cc23)c1 | 4% | / | -3% | -65* | -6% | / | -15%
CN1CCN(/C=N/c2c(C#N)cnn2C)CC1 | 13% | 12% | 4% | 26 | 9% | -2% | -1%
COc1ccc2c(c1)CCC1(C)CC(=O)C=C21 (stereo not drawn) | / | / | -5% | -17 | 0% | / | /
C=C1C(=O)O[C@H]2[C@H]1[C@H](OC(=O)/C(C)=C\C)C[C@]1(CO1)[C@@H]1[C@H](OC(C)=O)C=C(C)[C@]21O | -31% | / | -9% | -18 | 8% | / | /
CN(C)c1cccc2c1c(NC(=O)Nc1ccc(Cl)cc1Cl)nn2C | -1% | 1% | -9% | -21 | -1% | 3% | -12%
CCCS(=O)(=O)NC(=O)C1(C)CCN(C(=O)c2c(-c3ccccc3)noc2C)C1 (stereo not drawn) | / | / | -14% | -5 | 13% | / | /
CCc1ccc(NC(=O)C(C)n2nnc3sc(-c4ccccc4)cc3c2=O)cc1 (stereo not drawn) | / | / | -13% | -4 | / | -9% | /

(further entries)
SMILES | HCV inh | LmPK inh | Tb PYK inh | HCMV inh | AMA1-RON2 inh | AmpC inh detg | AmpC no deterg
Cc1cccc(N2CCN(C(c3ccncc3)c3nnnn3C(C)(C)C)CC2)c1C (stereo not drawn) | 5% | 2% | 3% | 51 | -2% | ? | 7%
CN(Cc1cccnc1)C(=O)Cc1ccc(NS(=O)(=O)c2cccc(C(F)(F)F)c2)cc1 | -8% | 3% | 0% | 13 | -8% | -11% | 28%
CCOC(=O)N1CCC(N2C(=O)c3ccccc3C2Nc2ccccc2)CC1 (stereo not drawn) | -10% | 17% | -10% | -19 | -5% | -7% | 67%[activator]
O=C(CSc1ncccn1)N/N=C/c1ccccc1[N+](=O)[O-] | 4% | 4%[11.5 µM] | -2% | -2 | 2% | 7% | -11%
COc1ccccc1-c1cn(S(=O)(=O)c2ccc(C)cc2)nc1N | ? | 7% | -2% | -18 | 14% | -9% | -31%
CCC(=O)Nc1nonc1-c1nc2ccccc2n1Cc1ccccc1 | -9% | 0% | -4% | 7 | -7% | -11% | -23%
CCCn1nc(C(=O)OCC(=O)Nc2ccc(C(N)=O)cc2)c2ccccc2c1=O | 8% | / | -1% | -22 | -2% | / | -15%
O=c1/c(=C\c2ccc3c(c2)OCO3)sc2n1CCCN=2 | -22% | ? | -6% | 39 | -17% | -12% | -5%
O=C(NCCO)C(=O)NCC1OCCCN1S(=O)(=O)c1cc(F)ccc1F (stereo not drawn) | / | -9% | -3% | / | 20% | 0% | -8%
Nc1nc2nonc2nc1N | 10% | 3% | -3% | 10 | 0% | 2% | -7%
CCS(=O)(=O)c1ncc(N(Cc2ccccc2)Cc2ccco2)c(C(=O)Nc2ccccc2C)n1 | / | / | -12% | -10 | / | 3% | /
CCN(CC)C(=O)CSc1nc2ccccc2c(=O)n1CCC(=O)NCCc1ccc(OC)c(OC)c1 | ? | 1% | -4% | -38 | -11% | -13% | -5%
O=C(Nc1ccccc1N1CCCCC1)c1ccc(-c2ccc(Cl)cc2)o1 | ? | -3% | 1% | 44 | -26% | -2% | -5%
CC(=O)C1=C(O)C(=CC=Cc2ccccc2)OC1=O | / | / | -12% | 53 | 5% | / | /
Cc1cc(C)cc(OC(=O)C23CCC(C)(C(=O)O2)C3(C)C)c1 (stereo not drawn) | 21% | 3% | -3% | -21 | 10% | ? | -3%[2.29 µM]
CCN(Cc1ccccc1)c1c(C(=O)O)cnc2c1cnn2C | 9% | 3% | -4% | 18 | -2% | 9% | -8%
Nc1nnc(-c2ccccc2Cl)s1 | 1% | -1% | ? | -9 | 16% | -16% | -9%
Cn1nnnc1SCCCNCc1cccc(OCc2ccc(F)cc2)c1 | / | / | -3% | -33 | / | -1% | /
COc1ccc(/C=C2\SC(=O)N(CCC(=O)Nc3ccccc3)C2=O)cc1OC | 6% | -2% | -8% | 43 | 13% | 5% | -13%
O=C(CSc1ncnc2scc(-c3ccc(Cl)cc3)c12)NCc1ccc2c(c1)OCO2 | ? | 1% | -14% | -38 | -5% | ? | -25%
COc1ccc(OCCC(=O)OCC(=O)NC(=O)NC(C)(C)C)cc1 | 7% | 8% | 2% | -13 | 1% | -10% | 0%
O=C(NC(Cc1ccccc1)C(=O)O)/C(=C\c1ccc(F)cc1)NC(=O)c1ccco1 (stereo not drawn) | 12% | 1% | 7% | -2 | -3% | -8% | -9%
CC(=O)Nc1cccc(NC(=O)CSc2ncc(-c3ccc(Cl)cc3)n2Cc2ccco2)c1 | 10µM* | 0% | -21% | -35 | -5% | -2% | 25%
COCCNC(=O)C1CCN(S(=O)(=O)c2ccc3c(c2)CCCN3C(C)=O)CC1 | / | / | -9% | 4 | / | 6% | /
Cc1cccc(NC(=O)CNC(=O)c2cccs2)n1 | 38%[activator] | / | 4% | 6 | 0% | -17% | -14%
CCN(CC(=O)Nc1ccc(NC(C)=O)cc1)C(=O)/C=C/c1ccc(S(=O)(=O)N2CCCCCC2)cc1 | 30%[activator] | 0% | 1% | -3 | 12% | 6% | 62%[activator]
O=C(NC(=S)NCc1ccccc1)c1ccccc1Br | 20% | 36% | -2% | 54 | 30%[activator] | ? | -26%

Entries of single compounds as entered above. Order of screens: HCV inh	LmPK inh	Tb PYK inh	HCMV inh	AMA1-RON2 inh	AmpC inh detg	AmpC no deterg
Entry for `O=C(NC(Cc1ccccc1)C(=O)O)/C(=C\c1ccc(F)cc1)NC(=O)c1ccco1` (stereo not drawn) : 12%	1%	7%	-2	-3%	-8%	-9%
Entry for `CCCn1nc(C(=O)OCC(=O)Nc2ccc(C(N)=O)cc2)c2ccccc2c1=O` : 8%	/	-1%	-22	-2%	/	-15%
